PGE2 EP2 inh: inhibitors of human EP2 prostaglandin E2 receptor; P43116; C6 glioma cells expressing human EP2, cAMP TR-FRET; cells stimulated with saturating PGE2; inhibition, % at 25 µM; 260,000 tested, 0.52% active;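 active means percent inhibition above 40 after rounding to a whole number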;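 further: rat C6 glioma host cells with rolipram phosphodiesterase inhibitor present; the protocol text gives 20 µM as final concentration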
TNF necrop inh: inhibitors of TNF-alpha induced necroptosis in Jurkat FADD-/- cells; Jurkat FADD-/- TNF necroptosis rescue, ATP luminescence, 24 h; 0 = TNF only, 100 = no-TNF cells; activation (protection from cell death), % at 10 µM; 220,000 tested, 0.068% active; AID 463075;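 active means activation, meaning protection from cell death, of at least 50% relative to plate controls; inactive means activation below 50%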;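 further: necroptosis triggered by 40 ng/mL TNF-alpha added together with compound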
PERK inhibitor: inhibitors of human PERK kinase | Q9NZJ5 | CHO PERK-DD fusion, SEAP luminescence translation reporter | inhibition, % at 5.6 µM | 220,000 tested, 0.17% active | AID 1416;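 active means inhibition above the mean inhibition of all tested compounds plus 3 SD, set separately per screening campaign, cut at about 2.9% in these data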;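 further: PERK kinase domain activated by AP20187 dimerizer at 100 nM; 0% = DMSO with dimerizer and 100% = rapamycin at 8.4 µM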
Target sequence (Q9NZJ5 whole entry, looked up, the tested form may be a part): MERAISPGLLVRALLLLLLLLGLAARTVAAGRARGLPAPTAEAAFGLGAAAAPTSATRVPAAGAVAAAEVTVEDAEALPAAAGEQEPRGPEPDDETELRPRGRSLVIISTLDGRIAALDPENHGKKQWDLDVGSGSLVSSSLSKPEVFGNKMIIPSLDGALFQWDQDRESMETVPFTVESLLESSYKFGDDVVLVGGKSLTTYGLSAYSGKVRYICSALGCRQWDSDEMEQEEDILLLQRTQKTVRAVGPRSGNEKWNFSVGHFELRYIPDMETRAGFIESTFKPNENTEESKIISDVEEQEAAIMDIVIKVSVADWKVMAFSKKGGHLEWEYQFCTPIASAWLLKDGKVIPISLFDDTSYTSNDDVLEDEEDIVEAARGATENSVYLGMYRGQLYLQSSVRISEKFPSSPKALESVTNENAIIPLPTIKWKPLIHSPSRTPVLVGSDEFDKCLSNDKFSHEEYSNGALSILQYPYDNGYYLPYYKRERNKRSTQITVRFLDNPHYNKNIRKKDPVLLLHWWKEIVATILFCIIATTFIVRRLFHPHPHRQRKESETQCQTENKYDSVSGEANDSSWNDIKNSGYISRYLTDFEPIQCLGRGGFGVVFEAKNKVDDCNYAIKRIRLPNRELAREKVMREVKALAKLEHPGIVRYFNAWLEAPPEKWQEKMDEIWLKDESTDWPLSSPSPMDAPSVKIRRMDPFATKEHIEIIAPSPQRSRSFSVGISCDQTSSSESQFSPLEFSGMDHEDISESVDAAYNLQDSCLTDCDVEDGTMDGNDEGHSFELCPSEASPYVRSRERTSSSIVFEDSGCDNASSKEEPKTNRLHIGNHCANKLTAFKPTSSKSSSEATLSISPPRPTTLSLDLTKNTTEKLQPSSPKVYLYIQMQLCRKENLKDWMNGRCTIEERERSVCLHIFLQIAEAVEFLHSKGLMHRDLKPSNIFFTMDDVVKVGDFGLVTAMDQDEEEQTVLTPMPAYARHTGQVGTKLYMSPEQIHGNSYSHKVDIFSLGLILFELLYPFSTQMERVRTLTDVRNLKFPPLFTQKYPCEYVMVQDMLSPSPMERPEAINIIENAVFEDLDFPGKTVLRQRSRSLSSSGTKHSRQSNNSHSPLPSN
EP2 mod: EP2 receptor (human) modulation; P43116; EP2-expressing cells, cAMP HTRF FRET, PGE2 co-stimulation; induction, % at 25 µM; 260,000 tested, 0.83% active; AID 940;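 active means compounds whose cAMP rise, as percent of the full-agonist control response, exceeds 60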;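 further: rat C6 glioma line stably carrying human EP2 under a CMV promoter; the protocol text gives 20 µM as final concentration; 100% = response of wells given 1 µM PGE2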
Hck-Nef inh: inhibitors of human Hck kinase activated by Nef. 220,000 tested, 0.68% active. inhibition, % at 20 µM. Recombinant Hck-YEEI plus Nef, Z-Lyte FRET kinase assay. P08631. AID 463187;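 active means Hck-Nef kinase inhibition above about 50%, limit read from the data; inactive means inhibition below that limit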;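 further: 0% = DMSO with Hck plus Nef and 100% = Hck alone without Nef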
Runt-CBFb FRET: inhibitors of human RUNX1 Runt domain binding to CBFb. Q01196+Q13951. 220,000 tested, 0.46% active. inhibition, % at 20 µM. Cerulean-Runt/Venus-CBFb FRET ratio 530/480, 1 h. AID 1496;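 active means inhibition over about 50% at 20 µM in the single-dose screen, limit read from the data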;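 further: 0% = DMSO wells and 100% = excess unlabeled CBFb competitor control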
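Measured by: fluorescence energy transfer, 422 nm excitation, 530/480 nm emission; test system: Cerulean-tagged RUNX1 Runt domain (FRET donor) fusion protein; buffer or medium: Tris pH 7.5 buffer with BSA; compound: one dose, 20 µM compound, 1% DMSO; times: two 1 h room-temperature incubations shielded from light; benchmarks: unlabeled CBFb 5 µM, positive control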
Runt-SMMHC FRET: Runt domain-CBFb-SMMHC interaction inhibition | Cerulean-Runt/Venus-CBFb-SMMHC FRET ratio 530/480, 1 h | inhibition, % at 20 µM | 220,000 tested, 0.74% active;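 active means mean inhibition across duplicate retests at 20 µM reaching about 50%, limit read from the data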;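 further: 0% = DMSO wells and 100% = wells with excess untagged CBFb-SMMHC; inhibitors lower the FRET ratio by blocking Runt binding to CBFb-SMMHC; some results filed as inactive read as strong as hits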
zVAD death inh: blocks zVAD induced death of L929 cells. L929 zVAD necroptosis rescue, ATP luminescence, 24 h; with zVAD 60 µM. viability rescue, % at 10 µM. 220,000 tested, 0.38% active;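 active means activation, scaled between plate controls, above about 75%, limit read from the data; inactive means activation under that limit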;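 further: 0% = zVAD with DMSO and 100% = DMSO alone without zVAD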
RBBP9 inhibitor: blocks human serine hydrolase RBBP9 | O75884 | recombinant RBBP9, FP-Rh probe fluorescence polarization | inhibition, % at 7.94 µM | 220,000 tested, 0.2% active | AID 1515;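 active means inhibition above the campaign mean of all tested compounds plus 3 SD, cut at about 14% in these data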;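 further: plate controls were DMSO wells with RBBP9 for no effect and wells lacking RBBP9 protein for full effect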
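Controls: DMSO-treated enzyme wells and wells lacking RBBP9 | Material: RBBP9 protein | Technique: Fluorescence polarization | Replication: Single well per compound, no replicates | Buffer or medium: Tris-NaCl-Pluronic buffer, pH 8.0 | Timing: 30 min compound preincubation, 45 min probe labeling, 25 °C | Read-out basis: Percent inhibition from mP, scaled between DMSO and no-protein wells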
An asterisk follows results filed as active; x = no result given; & = joins results of further samples.

SMILES	PGE2 EP2 inh	TNF necrop inh	PERK inhibitor	EP2 mod	Hck-Nef inh	Runt-CBFb FRET	Runt-SMMHC FRET	zVAD death inh	RBBP9 inhibitor
CCN(CC)CCCNC(=O)CNC(=O)c1nn(-c2ccc(OC)cc2)c(=O)c2ccccc12	16	0.0	0.9	23	20	1	-1	9.9	5
COc1ccc(/C=N/NC(=O)CCC(=O)Nc2ccccc2)cc1OC	4	1.4	0.8	-4	4	0	-3	1.2	0
O=C(CN1CCCCC1)Nc1cc(Cl)ccc1Cl	15	1.3	0.6	-19	0	1	-1	1.6	-2
COC(=O)c1sccc1NS(=O)(=O)c1ccc(OC)cc1	6	-6.0	1.8	3	3	-3	3	1.1	2
O=C(Nc1ccn(Cc2ccccc2)n1)c1n[nH]c([N+](=O)[O-])c1Cl	6	0.3	0.4	-10	3	-2	0	-0.3	-12
COc1ccccc1C(=O)NCCc1nc2ccccc2[nH]1	16	1.5	0.2	-9	4	-1	2	0.3	-7
Cc1onc(-c2ccccc2)c1C(=O)N1CCCN2C(=O)c3ccccc3C21 (stereo not drawn)	7	2.7	-0.1	1	2	-1	-3	-0.7	5
COC(=O)[C@@]1(Cc2ccc(F)cc2)[C@H]2c3cc(C(=O)N(C)C)n(C[C@H](O)CO)c3C[C@H]2CN1C(=O)c1ccccc1	8	0.8	-0.7	10	-5	-1	2	2.8	2
COc1ccc(OC(C)C(=O)Nc2ccc([N+](=O)[O-])cc2)cc1 (stereo not drawn)	10	0.1	0.5	-46	-10	-1	2	-0.1	0
COc1ccc2[nH]c3c(N4CCC(O)(c5cccc(C(F)(F)F)c5)CC4)ncnc3c2c1	33	-18	-1.4	-77	1	-1	1	2.0	5
CC1=CC(C)(C)N2C(=O)C3(C(C#N)=C(N)Oc4cc(O)ccc43)c3cccc1c32 (stereo not drawn)	24	-0.5	0.0	4	0	-1	-2	1.4	-8
CC(C)CCN(C(=O)Cc1ccccc1F)c1c(N)n(Cc2ccccc2)c(=O)[nH]c1=O	4	1.6	1.0	-23	4	1	1	1.1	1
CCC(=O)N(Cc1cc2c(C)ccc(C)c2[nH]c1=O)C1CCCCC1	19	-0.8	-1.8	11	0	-2	1	0.1	-6
O=C(COc1ccc(Cl)cc1)Nc1ccc(C(=O)NCc2cccnc2)cc1	11	-16	1.1	18	2	0	-2	1.3	-4
O=C(O)C1CC=CCC1C(=O)N1CCc2ccccc21 (stereo not drawn)	11	-1.5	1.6	22	3	3	0	-0.3	-3
CCC(C)(C)c1ccc(OCCCC[n+]2cccc(C)c2C)c(C(C)(C)CC)c1	21	-29	-0.5	-7	17	-3	-1	7.1	3
COc1ccc(N(C(=O)c2ccc(S(=O)(=O)N3CCOCC3)cc2)C2C=CS(=O)(=O)C2)cc1 (stereo not drawn)	10	0.8	1.1	-7	3	0	-6	-0.3	1
CS(=O)(=O)N1CCC(CO)(Cc2ccccc2C(F)(F)F)CC1	2	1.5	0.1	-44	17	-1	3	-2.6	-3
COc1cc(C(=O)Oc2cc(C)[nH]c(=O)c2[N+](=O)[O-])cc(OC)c1OC	5	0.5	1.5	34	-9	0	-1	x	-8
O=C(NCc1ccncc1)/C(=C/c1cccc([N+](=O)[O-])c1)NC(=O)c1ccccc1	10	1.1	-0.8	-20	6	0	-3	0.9	-6
CCOc1cccc(/C=N/NC(=S)Nc2cc(S(=O)(=O)N3CCOCC3)ccc2N2CCOCC2)c1O	5	-3.6	-1.0	2	-4	-13	-34	2.4	-3
COc1ccc(-c2coc3cc(OC)cc(OC)c3c2=O)cc1	13&16	-1.5	0.2	-14&-3	7	0	0	-0.3	-10
O=C(COC(=O)/C=C/c1ccc(Cl)cc1Cl)Nc1cc(C(F)(F)F)ccc1N1CCOCC1	6	-0.8	2.1	21	4	-2	2	0.1	-5
Cc1ccc(S(=O)(=O)Nc2cc(C(=O)O)ccc2N2CCCCC2)cc1	6	-0.8	-0.4	17	-1	1	-1	-0.3	-11
CCC(=O)N1C(C(=O)O)CSC1c1ccc(OC)cc1 (stereo not drawn)	7	1.9	0.9	13	16	2	-4	0.8	-5
S=C(NCCc1ccc(Cl)cc1)Nc1ccc(Cl)cc1Cl	25	-0.7	0.6	-17	0	0	2	2.1	-14
CC(=O)c1ccc(N2Cc3ccccc3C3(CCOCC3)C2=N)cc1	3	1.3	-0.3	-7	17	0	0	-0.5	1
CCN(CC)S(=O)(=O)c1ccc(C(=O)OCC(=O)c2ccc3c(c2)NC(=O)CO3)cc1	21	-3.5	2.0	17	0	-4	-7	1.1	0
O=C(N/N=C/c1cccnc1)C(O)c1ccccc1 (stereo not drawn)	5	1.5	0.5	-6	1	-2	0	0.9	-2
O=C(Oc1ccc(-c2nnco2)cc1)N1CCCCC1	22	1.7	-0.3	-10	-1	1	0	0.1	-2
Cc1ncoc1C(=O)Nc1ccccc1C(N)=O	2	-2.8	0.5	16	2	2	0	-1.1	7
O=c1oc2ccccc2c2[nH]ccc12	5	-1.0	-0.5	-21	-7	1	2	0.5	-4
O=C(O)CC(SCC(=O)Nc1ccc(S(=O)(=O)N2CCCC2)cc1)C(=O)O (stereo not drawn)	5	0.9	0.9	22	22	2	1	3.7	3
CC(C)Cc1nc(SCC(=O)NCc2ccccc2)n[nH]1	18	-0.9	0.4	2	-1	1	-2	-0.1	-2
Cc1ccc2cc(CCNC(=O)c3ccco3)c(=O)[nH]c2c1C	x	-0.6	-0.3	-30	-6	0	-4	0.7	1
S=c1[nH]nc(-c2cccs2)n1/N=C/c1cn(-c2ccccc2)nc1-c1ccc(Cl)cc1	5	-0.2	2.2	31	24	-1	-1	0.1	-4
CC(=O)NC(=O)Nc1sc(=S)n(C)c1C	27	-0.8	1.4	6	3	0	-2	1.2	-5
CCOC(=O)C1CCN(C=Nc2cc(C)on2)CC1	5	0.2	0.4	21	1	-1	2	0.1	-3
CO/N=C/c1ccc(Sc2ccc(C)cc2)c([N+](=O)[O-])c1	13	-0.1	1.4	10	4	-2	1	-0.5	-4
COc1ccc(C2=NN(Cc3ccccc3)C3C(=O)NC(=O)C23)cc1 (stereo not drawn)	8	-0.9	-0.2	-26	-21	1	-2	0.4	-14
CCc1nccn1S(=O)(=O)c1cccc([N+](=O)[O-])c1	8	0.7	1.0	23	4	1	-1	0.2	-6
COc1ccc(CNC(=O)CN(C2CCCCC2)S(C)(=O)=O)cc1	7	0.8	0.5	1	1	-2	-1	0.7	2
Nc1nc(SCC(=O)Nc2ccc(Br)cc2F)n[nH]1	13	-0.4	1.3	-7	10	0	-6	-0.2	4
Cc1ccc(C(=O)NNC(=O)c2ccc3ncccc3c2)cc1	3	-0.4	-0.8	-30	-4	0	-3	0.7	2
O=C(O)CNS(=O)(=O)Cc1ccccc1	8	-0.9	-0.1	-5	8	1	1	0.2	-7
O=C(NC1=NCCS1)c1cc(-c2cccnc2)nc2ccccc12	20	-1.8	-0.5	-33	13	-5	-1	7.7	-2
CC(C)CCNC(=O)[C@@H](NC(=O)c1c(F)cccc1F)C(C)C	5	0.7	0.1	-18	11	-1	-3	-0.7	-13
CCOC(=O)c1[nH]c(Cc2[nH]c(C(=O)OCC)c(C)c2CCC(=O)OC)c(CCC(=O)OC)c1C	6	1.2	-0.4	46	2	-3	2	-0.1	-2
CCCCN=C1N/C(=C\c2ccco2)C(=O)N1c1ccccc1	8	-3.0	-1.2	18	32	3	-27	0.5	-1
Cn1c(N)c(C(=O)COC(=O)c2cccnc2Cl)c(=O)n(C)c1=O	6	0.0	0.7	-18	20	-1	-5	0.0	-9
COC(=O)c1ccc(/C=N\NC(=O)CC(=O)NCCc2ccccc2)cc1	8	0.2	0.7	23	24	1	5	16	-5
COc1cc(NC(=S)N2CCN(C(c3ccccc3)c3ccccc3)CC2)cc(OC)c1	17	-8.7	-1.6	9	0	2	-3	-0.3	-10
CCN1C(=O)C(O)(CC(=O)c2ccccn2)c2ccccc21 (stereo not drawn)	4	-0.8	-0.3	-10	2	0	2	-0.2	-2
COc1ccc(C2/C=C\CN(S(=O)(=O)c3ccc(C)cc3)[C@H](Cc3ccccc3)C(=O)N2Cc2ccc(F)cc2)cc1 (stereo partly drawn)	8	0.9	x	16	16	3	1	-0.3	x
O=c1[nH][nH]c(-c2ccccc2)c1C=Nc1ccc(F)cc1F	3	-6.6	0.2	3	1	3	-3	3.5	-4
CCCC12CN3CC(C)(CN(C1)C3c1ccc([N+](=O)[O-])o1)C2=O (stereo not drawn)	17	0.8	1.4	-7	2	0	-5	0.8	-6
CCOC(=O)CCCNC(=O)COc1ccccc1C#N	2	0.6	0.6	15	0	-3	4	-0.3	-9
Cn1cnnc1SCC(=O)c1cc2ccccc2oc1=O	3	-1.4	0.3	9	-1	13	5	-0.4	-6
CC(C)(C)NC(=O)C(c1ccccn1)N(C(=O)c1csnn1)C1CCCCC1 (stereo not drawn)	0	0.5	1.0	30	20	0	5	2.3	-10
COc1ccc(CNC(=O)COC(=O)/C=C/c2ccco2)cc1	2	1.5	0.4	-8	15	2	-2	-0.5	-8

(more compounds)
SMILES	PGE2 EP2 inh	TNF necrop inh	PERK inhibitor	EP2 mod	Hck-Nef inh	Runt-CBFb FRET	Runt-SMMHC FRET	zVAD death inh	RBBP9 inhibitor
CC1(C)CC(=O)C2=C(C1)OC(N)=C(C#N)C2C#Cc1ccccc1 (stereo not drawn)	12	-13	0.2	-12	-1	-3	-9	-0.2	-3
C=CCSc1nnc(-c2cccnc2)o1	9	-0.4	0.4	-2	17	3	3	1.9	-1
CC1Cc2ccccc2N1C(=O)COC(=O)c1ccc(S(=O)(=O)N(C)C)cc1 (stereo not drawn)	13	-2.2	0.8	-14	2	1	2	0.4	-7
C/C(CCc1ccccc1)=N/NC(=O)C(=O)NC(C)c1ccccc1 (stereo not drawn)	6	0.9	0.8	23	17	0	-2	6.2	-6
O=C(NCN1C(=O)C2C3C=CC(C3)C2C1=O)Nc1ccccc1O (stereo not drawn)	2	-0.1	1.8	-2	2	1	1	-1.1	-4
CC(C)C[C@H](NC(=O)Nc1cccc(Br)c1)C(=O)O	6	0.9	1.6	-13	4	-1	-2	2.4	-8
CC(=O)Nc1ccc(N2C(C(C)=O)=NN(c3ccc(Cl)cc3)C2c2sccc2C)cc1 (stereo not drawn)	5	-1.3	-0.3	7	0	-4	-19	-0.1	-9
O=C(CNC(=S)N(CCCN1CCOCC1)Cc1cccs1)NC1CCCC1	11	0.6	-0.4	4	-4	0	2	0.8	-3
Cc1ccc(SCc2cc(=O)n3[nH]c(C)nc3n2)cc1	10	-0.8	0.3	13	9	0	-5	0.2	-2

Not all compounds are listed; rates above refer to the full screens.
